# OXTR ag = human OXTR agonism | P30559 | CHO-OTR cells, Fluo-8 calcium fluorescence; normalized: DMSO 0%, oxytocin 100% | activation, % at 3 µM | 320,000 compounds, 0.32% hits;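 active = activation above the mean of all tested compounds plus 3 SD, cutoff set per screening run, cut at about 20% in these data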;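 note: peak over basal fluorescence ratio from a 100 s FLIPR kinetic read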
# Target sequence (P30559 whole entry, looked up): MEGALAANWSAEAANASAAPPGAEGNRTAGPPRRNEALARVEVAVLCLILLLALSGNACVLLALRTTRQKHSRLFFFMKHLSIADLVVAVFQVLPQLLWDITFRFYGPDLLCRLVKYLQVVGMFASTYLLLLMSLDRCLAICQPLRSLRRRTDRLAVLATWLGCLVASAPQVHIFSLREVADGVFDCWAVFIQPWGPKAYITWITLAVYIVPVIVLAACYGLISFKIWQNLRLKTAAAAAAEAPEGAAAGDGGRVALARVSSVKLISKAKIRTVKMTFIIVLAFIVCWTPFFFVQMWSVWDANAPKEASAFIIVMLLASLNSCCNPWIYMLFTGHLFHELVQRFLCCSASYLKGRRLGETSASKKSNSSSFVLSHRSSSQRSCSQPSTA
# IMP-1 inh = blocks Pseudomonas aeruginosa IMP-1 metallo-beta-lactamase; purified IMP-1, nitrocefin hydrolysis, epi-absorbance fluorescence; inhibition, % at 5.6 µM; 290,000 compounds, 0.45% hits; AID 1556;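 active = inhibition above the mean plus 3 SD of all compounds in the same screening run, cut at about 4.5% in these data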;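 note: 0% = IMP-1 with DMSO and 100% = DMSO wells lacking enzyme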
#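 System: purified IMP-1 / Input: IMP-1 dispensed at 0.2 nM / Medium: 50 mM HEPES pH 7.1, 50 µM ZnSO4, 0.05% Brij 35 / Timing: 15 min enzyme–compound preincubation, then 25 min nitrocefin reaction, 25 °C / Technique: plate fluorescence quenching by hydrolysis product, ex 480/em 530 nm / Repeats: singlicate testing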
# V1R ag counter = activates human V1a receptor in oxytocin agonist counter-screen; CHO-V1R cells, Fluo-8 calcium fluorescence, agonist mode; 0% DMSO, 100% 3 nM vasopressin; activation, % at 3 µM; 320,000 compounds, 0.25% hits; P37288;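 active = activation above the mean activation of all tested compounds plus 3 SD, per screening run, cut at about 20% in these data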;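 note: signal is peak over basal fluorescence ratio across a 100 second FLIPR read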
# PHOSPHO1 block = inhibitors of human PHOSPHO1 phosphatase; Q8TCT1; recombinant PHOSPHO1, absorbance phosphatase assay; inhibition, % at 13.3 µM; 290,000 compounds, 1.1% hits; AID 1565; in the data active = inhibition above about 60%
# Target sequence (Q8TCT1 whole entry, looked up): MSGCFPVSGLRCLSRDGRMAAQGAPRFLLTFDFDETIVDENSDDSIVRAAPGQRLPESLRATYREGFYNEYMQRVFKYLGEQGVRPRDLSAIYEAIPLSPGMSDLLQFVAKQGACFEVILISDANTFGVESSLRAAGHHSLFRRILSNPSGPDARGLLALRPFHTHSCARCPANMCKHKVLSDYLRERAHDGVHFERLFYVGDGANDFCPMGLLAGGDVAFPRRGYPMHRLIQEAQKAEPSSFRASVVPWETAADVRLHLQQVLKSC
# DNA FID counter = counter-screen for HCV NS3 helicase inhibitors: DNA intercalator displacement. DNA fluorescent intercalator displacement, fluorescence. inhibition, % at 7.9 µM. 290,000 compounds, 0.17% hits. AID 1845; in the data active = inhibition above about 37%;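 note: 0% = vehicle and 100% = reference compound; higher means more ethidium bromide displaced from hairpin DNA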
# VIM-2 inh = inhibitors of Pseudomonas aeruginosa VIM-2 metallo-beta-lactamase; purified VIM-2, nitrocefin hydrolysis, epi-absorbance fluorescence; 290,000 compounds, 0.89% hits; inhibition, % at 5.6 µM; AID 1527;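 active = inhibition above the mean of all tested compounds plus 3 SD, cutoff set per screening run, cut at about 7.5% in these data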;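 note: red hydrolysis product quenches plate fluorescence so inhibitors raise well fluorescence; 0% = enzyme with DMSO and 100% = DMSO without enzyme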
# GPR7 antagonist = antagonists of human GPR7 (neuropeptides B/W receptor 1). P48145. GPR7-expressing cells, fluorescence antagonist assay. inhibition, % at 4.4 µM. 290,000 compounds, 1.1% hits. AID 1861; in the data active = inhibition above about 16%, passing the limit was not always enough;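 note: cells stimulated with the agonist NPW; 0% = agonist with vehicle and 100% = vehicle without agonist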
# Target sequence (P48145 whole entry, looked up): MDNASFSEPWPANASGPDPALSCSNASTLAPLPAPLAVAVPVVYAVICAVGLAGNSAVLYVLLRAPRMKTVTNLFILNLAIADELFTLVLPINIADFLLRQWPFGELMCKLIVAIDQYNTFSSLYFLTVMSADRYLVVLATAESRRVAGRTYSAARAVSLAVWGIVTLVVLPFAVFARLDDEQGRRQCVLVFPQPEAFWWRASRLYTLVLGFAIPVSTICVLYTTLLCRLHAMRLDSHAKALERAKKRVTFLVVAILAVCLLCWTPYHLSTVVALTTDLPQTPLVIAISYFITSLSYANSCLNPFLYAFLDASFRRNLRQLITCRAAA
# NS3 helicase inh = blocks Hepatitis C virus NS3 helicase unwinding | 290,000 compounds, 0.56% hits | inhibition, % at 10.9 µM | NS3 helicase DNA unwinding, Cy5 molecular beacon fluorescence;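 active = inhibition above the mean of all tested compounds plus 3 SD, set per campaign, cut at about 35% in these data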;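 note: 0% = DMSO wells and 100% = thioflavine S control wells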
#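 System: HCV NS3 helicase fragment; control set: DMSO and thioflavine S; technique: Cy5 fluorescence at 0 and 60 min, beacon hairpin quenching; reagent: beacon DNA duplex substrate plus ATP; replicates: singlicate; schedule: 1 h reaction at 25 °C, ATP-initiated; medium: MOPS buffer pH 6.5 with MgCl2, DTT, Tween20, BSA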
# GalR3 antagonist = blocks the human galanin receptor 3; O60755; HEK293 GalR3-CNG cAMP membrane potential fluorescence; galR3 body fused to GalR1 C-terminus; inhibition, % at 3 µM; 360,000 compounds, 0.44% hits; AID 651719;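 active = inhibition above the screen-wide average plus 3 SD, cut at about 13% in these data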;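 note: forskolin and galanin both at EC90 stimulate the cells; cAMP rise reported by CNG channel membrane potential dye signal; 0% = forskolin plus galanin with DMSO and 100% = forskolin alone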
# * hit, by the source's call; . = no result given. Random draw from the library (roughly 4.3% active in at least one column).
SMILES,OXTR ag,IMP-1 inh,V1R ag counter,PHOSPHO1 block,DNA FID counter,VIM-2 inh,GPR7 antagonist,NS3 helicase inh,GalR3 antagonist
CCOC(=O)N1CCC(NC(=O)Cn2ncc3ccccc32)CC1,1.1,-4.4,-0.5,12,-4,-2.6,8,-3,-8
CSc1nc2ccccc2cc1/C=C(\C#N)c1ccc(Cl)cc1Cl,-0.5,-3.2,-0.1,54,-5,-1.9,-7,16,-3
CC1(C)CC(=O)C=C(Nc2ccc(Cl)c(Br)c2)C1,6.8,-1.9,9.4,.,-21,-1.9,0,33,0
O=C(CC(=O)c1ccccc1O)c1cccc(F)c1,0.7,-3.6,-0.7,2,-9,0.1,4,-3,.
O=C1CCc2ccccc2N1Cc1ccccc1,-1.1,-1.9,-0.2,36,-11,-0.2,-10,-5,-12
COC(=O)c1ccc(C2C(C(=O)Nc3ccccc3C)=C(C)Nc3ncnn32)cc1 (stereo not given),0.3,0.9,0.4,13,3,0.5,-1,5,2
Cc1ccc(C)c(S(=O)(=O)c2c(C)cc(C)[nH]c2=O)c1,0.3,-3.8,-0.6,15,-7,-0.8,-2,-6,-8
Cc1cc(N2CCCc3ccccc32)n2ncnc2n1,-0.2,-3.0,0.4,-22,-7,0.8,3,6,-2
NC1=NC(=O)/C(=C/c2ccsc2)S1,0.5,-3.9,-0.5,4,6,-4.0,0,10,-3
CC(CC(=O)NC1CCCCC1)S(=O)(=O)c1ccc2c(c1)NC(=O)CO2 (stereo not given),0.6,-3.8,2.0,26,-28,-2.1,-4,38*,4
O=C(CSC(=S)N1CCCCC1)Nc1nc(-c2ccccc2)c(-c2ccccc2)o1,-0.3,-6.1,-0.8,23,1,-0.1,-10,3,-7
Cc1noc(/C=C/N(C)C)c1S(=O)(=O)N1CCCC(C(=O)NCc2ccccc2Cl)C1 (stereo not given),0.8,-1.6,1.9,18,-13,-3.3,4,11,-6
O=C(O)CCCC(=O)N1CCc2cc(S(=O)(=O)N3CCc4ccccc43)ccc21,0.4,-4.9,0.2,0,-42,-1.0,-6,22,.
Cc1ccc(C(=O)NC(=S)N2CCCC2)cc1,-0.6,-2.9,0.1,27,-14,-2.8,-1,15,-3
COc1cc(CCC(=O)N2CCN(c3cccc(C)c3C)CC2)cc(OC)c1OC,-1.7,-1.8,1.6,9,-49,-1.2,-3,1,-14
Cc1cccc(NS(=O)(=O)c2ccc3[nH]c(=O)[nH]c3c2)c1C,.,-2.4,.,24,-1,-4.3,6,21,-10
C=C(C)c1cccc(C(C)(C)NC(=O)Nc2cc(C)ccn2)c1,-2.6,-4.1,4.7,1,-4,-0.6,-9,-2,-5
CCOc1ccc2nc(NC(=O)CCC(=O)c3cccs3)sc2c1,0.9,1.6,0.4,-1,-4,-1.4,-8,0,0
Cc1cccc(CSc2nnc(Cn3c(=O)sc4ccccc43)n2C)c1,-1.8,-1.6,-1.1,-5,-21,0.5,5,-2,3
O=C(CSc1nnc(-c2cccnc2)n1C1CCCCC1)NC1CCCC1,0.2,-4.3,0.2,-35,-21,-0.8,-13,-2,-5
COCCn1nnnc1C(c1cc2cc(C)ccc2[nH]c1=O)N1CCN(C2CCCCC2)CC1 (stereo not given),0.9,2.0,-0.4,2,-2,0.2,-14,-4,0
NC(=O)[C@@H]1CCNc2c(I)cc([N+](=O)[O-])cc2C(=O)N[C@@H](CO)C(=O)N[C@@H](Cc2ccc(O)cc2)C(=O)N1,.,-2.8,.,-11,-1,-2.8,-6,1,.
CC(C)c1ccc(NC(=O)Nc2cnccn2)cc1,-1.2,-1.8,0.6,42,-20,-4.4,16,-2,-2
N#Cc1cc(-c2ccccc2)nnc1Sc1ccc(F)cc1,-0.4,-1.9,0.2,-3,4,-4.6,3,2,-1
COc1ccc(NC(=O)CC(C)C)c(OC)c1,2.4,-3.4,0.4,16,0,-2.4,-12,-6,1

# (list continues)
SMILES,OXTR ag,IMP-1 inh,V1R ag counter,PHOSPHO1 block,DNA FID counter,VIM-2 inh,GPR7 antagonist,NS3 helicase inh,GalR3 antagonist
COc1ccccc1NS(=O)(=O)c1ccc2oc(SC3CCOC3=O)nc2c1 (stereo not given),8.2,-1.4,7.2,-56,-14,-1.6,0,-2,.
COc1ccccc1OCC(=O)NCC1CCCN(C(=O)c2ccccc2C(C)=O)C1 (stereo not given),-0.6,-1.6,1.4,41,-22,-2.0,-8,5,-2
COc1ccc(/C=C/CN2CCN(CCc3ccccc3)C(CCO)C2)cc1 (stereo not given),-0.9,-2.4,-0.3,40,7,-2.0,3,-14,-6
Cc1cc(/C(N)=N/OC(=O)c2ccc(Cl)cc2)no1,-1.5,-2.5,-0.2,30,-3,-3.6,-9,1,-4
CCOC(=O)C(=O)Nc1nnc(Cc2ccc(OC)c(OC)c2)s1,-1.2,-2.2,0.3,6,-1,-4.0,2,-6,-6
Cc1c(NC(=O)COC(=O)c2ccc(S(=O)(=O)N3CCOCC3)cc2)c(=O)n(-c2ccccc2)n1C,0.3,-2.4,0.8,37,-10,-0.8,-9,6,2
C=CCOc1ccc(/C=C2/C(=O)ON=C2C)cc1OCC,0.8,-1.1,1.2,42,7,2.2,-14,17,-8
O=C(CCCOc1ccc(Cl)cc1)NCCc1ccccc1,-0.2,-0.8,1.1,-28,-29,-2.5,-17,-6,-9
O=C(Cc1ccccc1)Nc1ccc(NC(=O)c2cccs2)c(Cl)c1,-0.1,-0.6,1.0,14,-11,-6.0,6,-3,0
Cc1nnc(NC(=O)CSc2nccn2-c2ccc(F)cc2)s1,0.5,-1.9,0.7,4,-17,-2.5,-8,2,3
CCOC(=O)c1sc2cccc(Cl)c2c1N,-1.3,-2.0,-0.9,1,-7,-4.2,-8,5,-3
O=C(c1cc(S(=O)(=O)N2CCCCC2)ccc1Cl)N1CCOCC1,1.1,-0.8,1.0,10,-1,-4.0,3,5,-8
Cc1nc2ccccc2c2oc(C(=O)N3CCCC(C)C3)cc12 (stereo not given),0.0,-0.7,-0.7,16,-33,9.6*,-5,1,-2
CCc1ccc(C(=O)Nc2cc(C)on2)o1,-0.5,-1.9,0.1,27,-3,0.0,7,4,-7
C/C(=N\NC(=O)c1cccnc1)c1cccc([N+](=O)[O-])c1,1.3,-3.0,0.4,-10,-7,-3.4,-15,-1,0
COc1cc(Cl)c(S(=O)(=O)NCCCn2ccnc2)cc1Cl,1.9,-2.5,1.7,3,0,0.3,-10,10,0
Cc1cc(-c2nnc(-c3cccc(C(F)(F)F)c3)o2)no1,-1.2,-5.5,1.2,36,-1,-1.2,-5,0,-4
COc1ccc(NC(=O)Oc2ccccc2)cc1Cl,1.2,-1.0,0.8,3,-3,-1.1,-11,1,-9
O=C(Nc1cccc(Cl)c1)c1cc([N+](=O)[O-])ccc1N1CCN(CCO)CC1,3.5,-3.1,0.7,17,17,-3.2,6,-1,-9
CCOc1ccc(N2CC(O)Cn3c2nc2c3c(=O)n(CCCc3ccccc3)c(=O)n2C)cc1 (stereo not given),-2.1,-6.1,-0.7,1,-5,-1.9,-12,0,-7
CC(=O)Nc1ccc(NC(=O)CSc2ncnn2-c2ccccc2)cc1,1.6,-2.3,3.0,39,-7,-0.6,11,14,6
Cc1cc(-c2ccccc2)c(C#N)c(SCC(N)=O)n1,-0.7,-3.9,-0.6,-3,-5,-0.8,17,4,-2
O=S(=O)(Nc1ccc2c(c1)OCCO2)c1cccc2cccnc12,4.0,-1.7,1.8,22,-1,-0.1,-5,-2,-7
Cc1nc2c(C(=O)O)cnn2c(C)c1Cc1ccccc1F,-0.3,.,0.0,27,.,.,.,.,-3
CCOC(=O)N1CCN(C(=O)C2CC(=O)N(Cc3ccc(OC)cc3)C2)CC1 (stereo not given),0.3,-1.2,-0.9,6,-13,-2.2,-14,0,-1

# Next section.
SMILES,OXTR ag,IMP-1 inh,V1R ag counter,PHOSPHO1 block,DNA FID counter,VIM-2 inh,GPR7 antagonist,NS3 helicase inh,GalR3 antagonist
Cc1nnc(SCC(=O)N2c3ccccc3C(C)(c3ccc(Cl)cc3)CC2(C)C)s1 (stereo not given),-2.7,1.1,1.3,-5,-27,0.5,-13,-7,-2
COc1ccc(NC(=O)CSCc2cc(=O)n3cc(C)sc3n2)cc1,0.3,-0.5,0.5,36,-6,0.1,4,4,-7
COc1ccc(Nc2nc(N)c([N+](=O)[O-])c(NCCO)n2)cc1,-2.8,-2.0,-2.3,27,-5,-0.3,-18,-15,-1
Brc1ccc(/C=N/Nc2ccccc2)cc1,-1.4,-1.2,0.4,-2,0,-1.1,-3,-2,1
Cc1cc(C(=O)NC(=S)Nc2cccc(C(=O)O)c2C)ccc1[N+](=O)[O-],0.1,1.5,-0.6,1,2,1.5,-3,8,7
CC1CCN(c2nc3c(c(=O)n(C)c(=O)n3C)n2CCSc2nc3ccccc3s2)CC1,-1.2,-3.2,-1.4,5,-7,-0.5,-4,4,-3
CCOC(=O)C(O)(CC(=O)c1ccc(Cl)cc1)C(=O)OCC,0.3,-3.1,-0.8,36,-6,1.7,-9,6,-4
Cc1ccc(NC(=O)CN2C(=O)N/C(=C/c3ccco3)C2=O)cc1,-2.0,-3.4,-1.7,-5,-10,-2.7,-2,39*,-4
Cc1cc(C)c(NC(=O)CO/N=C2\CCCc3nonc32)c(C)c1,-0.8,-0.2,0.0,-2,0,1.6,-13,-2,1
O=C(/C=C/c1ccc(Br)cc1)Nc1ccc(S(=O)(=O)Nc2ncccn2)cc1,-0.6,-2.5,0.6,-16,-2,-2.0,-8,10,-4
COc1ccc(N2CCN(C(=O)c3sc4nc(-c5ccc(F)cc5)cn4c3C)CC2)cc1,-0.5,-3.1,0.7,3,2,-4.8,-11,4,.
CC1CCc2c(sc(N)c2C(=O)OC(C)C)C1 (stereo not given),-1.8,-2.9,-0.8,18,-3,-1.3,-14,15,-3
COc1ccccc1C(=O)Nc1ccc(C(=O)Nc2ccccc2C(=O)O)cc1,0.0,-1.7,0.5,15,-12,-1.5,-18,-2,1
CCc1ccc(Nc2ncc3c(n2)CC(c2ccco2)CC3=O)cc1 (stereo not given),-2.9,-2.1,-1.1,-4,-6,-0.6,-5,7,-8
O=[N+]([O-])c1ccc(C(O)C(CO)NC(=S)Nc2ccccc2)cc1 (stereo not given),0.6,-1.0,-0.3,28,3,-3.1,1,4,2
CCC(=O)Nc1cccc(-c2ccc(N3CCN(C)CC3)nn2)c1,0.6,-2.2,1.3,22,-3,-2.0,6,-5,.
COc1ccccc1OCC(=O)NCCS(=O)(=O)N1CCN(c2ccc(F)cc2)CC1,-0.2,-4.9,0.7,27,-57,-0.8,-2,9,-7

# Assay outcomes deposited in PubChem by several laboratories.
